# Screens deposited in PubChem BioAssay by National Center for Advancing Translational Sciences (NCATS).
# Vif-APOBEC3F blk = blocks the Vif interaction with APOBEC3F. HeLa A3F-eYFP + Vif (tagged APOBEC3F with the HIV-1 protein that degrades it), YFP fluorescence increase. Potency, µM (top dose mostly 46.1 µM), for the others: at the highest dose activity, negative = active. hit rate 0.2% among 390,000; also: potency is read from the fitted curve at half-maximal effect; % of control where 0% means no effect; nearly all actives have a fitted effect of over 65% in size
#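 HeLa cells stably expressing A3F-eYFP plus Vif, plated and incubated overnight at 37 deg C, then exposed to compounds overnight at 37 deg C. Blocked degradation read as raised yellow fluorescence (Ex 488/Em 500-530).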
# LDHA inh = blocks human lactate dehydrogenase A | P00338 | purified LDHA, NADH/diaphorase-resazurin fluorescence; hits give low values | activity change, % (values are at about 110 or 230 µM) | hit rate 0.15% among 480,000; in the data active = activity change below about -30%; inconclusive = mostly about -25% to -30%;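 also: plate controls were DMSO wells for no effect and wells without enzyme for full effect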
#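 Remaining NADH was detected by diaphorase (0.133 mg/mL) converting 37 µM resazurin to fluorescent resorufin, read at 0 and 20 minutes. The preceding 5-minute room-temperature reaction used 2 nM LDHA, 0.2 mM sodium pyruvate and 0.06 mM NADH at pH 7.4.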
# Vif-APOBEC3G blk = inhibitors of Vif-APOBEC3G interaction | Q9HC16 | HeLa A3G-eYFP + Vif (tagged APOBEC3G with the HIV-1 protein that degrades it), YFP fluorescence, overnight | Potency, µM (top dose mostly 46.1 µM), for inactives: at the highest dose activity, negative = active, usual class: inhibitors | hit rate 0.076% among 410,000 | AID 602310;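 also: potency is read from the fitted curve at half-maximal effect; % is scaled to controls: 0 for no effect and ±100 for the full control effect; nearly all actives have a fitted effect of over 60% in size; hits raise eYFP signal because A3G escapes Vif-driven loss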
#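 HeLa cells stably expressing Vif and C-terminally eYFP-tagged A3G, seeded overnight at 37 deg C, then exposed to compound by pintool overnight at 37 deg C. Rise in yellow fluorescence (Ex 488/Em 500-530, Acumen) marks blocked Vif-driven A3G degradation.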
# mIDH1 inhibitor = blocks human mutant IDH1 R132H enzyme; IDH1-R132H enzyme, NADPH consumption, diaphorase/resazurin fluorescence; O75874; hit rate 0.093% among 390,000; Potency, µM (titrated, usually from 76.6 µM), for the others: at the highest dose activity change, negative = inhibition, hits mostly inhibitors; AID 602179; also: potency is read from the fitted curve at half-maximal effect; % is scaled to controls: 0 for no effect and ±100 for the full control effect; nearly all actives have a fitted effect of over 65% in size
#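 IDH1-R132H (0.5 ug/mL) preincubated 30 min with compound, then NADPH (0.016 mM) and alpha-KG (2 mM) added; 80 min at RT, pH 7.5. Remaining NADPH coupled via diaphorase/resazurin to fluorescence (540/590 nm); concentration-response curves normalized to no-enzyme control.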
# TrxR1 substrate = substrates of rat thioredoxin reductase 1. purified TrxR1 substrate turnover, NADPH consumption readout. O89049. Potency, µM (doses to about 114 µM), for inactives: at the highest dose activity change, negative = substrate turnover. hit rate 0.01% among 390,000; also: potency is read from the fitted curve at half-maximal effect; % is scaled to controls: 0 for no effect and ±100 for the full control effect; nearly all actives have a fitted effect of over 50% in size
#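 Rat TrxR1, dispensed at 90 nM, was prereduced with 400 uM NADPH (final) for 5 min at ~22 deg C, then incubated with compound 15 min before 400 uM selenite. A first-read NADPH fluorescence drop versus no-compound background flagged substrates.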
# Glioma ERSR ind = induces the endoplasmic reticulum stress response in human glioma cells; Potency, µM, inactives show top-dose activation, actives largely listed as activators; AID 602332; hit rate 0.02% among 420,000; U87-MG GRP78 promoter luciferase reporter, 16 h; also: potency is read from the fitted curve at half-maximal effect; series mostly up to about 76 µM; % of control where 0% means no effect; nearly all actives have a fitted effect of over 35% in size
#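 Stably transfected U87-MG human glioma cells carrying a GRP78-based luminescent sensor were seeded at 1000 cells/well, pin-dosed with compounds and incubated 16 h. Luciferase reagent was then added, and end-point luminescence was read after 10 min at room temperature.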
# RGS4 inh = inhibitors of human regulator of G protein signaling 4; Potency, µM (series often up to 114 µM), without a hit: top-dose activity change, negative = inhibition, most hits filed as inhibitors; AID 504845; P49798; Transcreener GDP fluorescence polarization, RGS4-accelerated GTP hydrolysis; hit rate 0.039% among 390,000; also: potency is read from the fitted curve at half-maximal effect; % is scaled to controls: 0 for no effect and ±100 for the full control effect; nearly all actives have a fitted effect of over 75% in size; some results filed as inactive show a strong effect at the top dose
# Target sequence (P49798 whole entry, looked up): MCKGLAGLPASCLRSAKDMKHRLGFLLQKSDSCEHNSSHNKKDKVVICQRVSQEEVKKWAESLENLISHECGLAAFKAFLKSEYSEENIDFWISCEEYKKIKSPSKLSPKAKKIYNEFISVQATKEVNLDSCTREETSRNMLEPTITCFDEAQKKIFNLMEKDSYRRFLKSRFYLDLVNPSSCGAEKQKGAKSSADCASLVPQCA
#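 MLSMR compounds (23 nl, pin-transferred) preincubated 10 min at room temperature with a 500nM (2x) first reagent, then RGS4 at 900nM (2x) plus Transcreener GDP mix added; fluorescence polarization (620/688 nm) read before and after 90 min at 30 °C.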
# TrxR1 inh = blocks rat thioredoxin reductase 1 | O89049 | recombinant rTrxR1, NADPH fluorescence consumption, selenite substrate | Potency, µM (highest dose often 114 µM), without a hit: at the highest dose activity change, negative = inhibition, actives largely listed as inhibitors | hit rate 1% among 390,000 | AID 588453; also: potency is read from the fitted curve at half-maximal effect; % is scaled to controls: 0 for no effect and ±100 for the full control effect; nearly all actives have a fitted effect of over 65% in size
#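 Rat TrxR1 (90 nM in the dispensed reagent) was pre-reduced with 400 uM NADPH for 5 min at room temperature, then incubated with compound for 15 min. After 400 uM selenite was added, NADPH fluorescence (Ex 340/Em 450 nm) was followed for 8 min.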
# USP1 inh = blocks the human USP1/UAF1 deubiquitinase complex; recombinant USP1/UAF1, Ub-Rhodamine cleavage fluorescence; O94782; hit rate 0.23% among 390,000; Potency, µM (highest dose often 57.1 µM), without a hit: at the highest dose activity change, negative = inhibition, hits mostly inhibitors; also: potency is read from the fitted curve at half-maximal effect; % is scaled to controls: 0 for no effect and ±100 for the full control effect; nearly all actives have a fitted effect of over 60% in size; inactives centre near -12
# Target sequence (O94782 whole entry, looked up): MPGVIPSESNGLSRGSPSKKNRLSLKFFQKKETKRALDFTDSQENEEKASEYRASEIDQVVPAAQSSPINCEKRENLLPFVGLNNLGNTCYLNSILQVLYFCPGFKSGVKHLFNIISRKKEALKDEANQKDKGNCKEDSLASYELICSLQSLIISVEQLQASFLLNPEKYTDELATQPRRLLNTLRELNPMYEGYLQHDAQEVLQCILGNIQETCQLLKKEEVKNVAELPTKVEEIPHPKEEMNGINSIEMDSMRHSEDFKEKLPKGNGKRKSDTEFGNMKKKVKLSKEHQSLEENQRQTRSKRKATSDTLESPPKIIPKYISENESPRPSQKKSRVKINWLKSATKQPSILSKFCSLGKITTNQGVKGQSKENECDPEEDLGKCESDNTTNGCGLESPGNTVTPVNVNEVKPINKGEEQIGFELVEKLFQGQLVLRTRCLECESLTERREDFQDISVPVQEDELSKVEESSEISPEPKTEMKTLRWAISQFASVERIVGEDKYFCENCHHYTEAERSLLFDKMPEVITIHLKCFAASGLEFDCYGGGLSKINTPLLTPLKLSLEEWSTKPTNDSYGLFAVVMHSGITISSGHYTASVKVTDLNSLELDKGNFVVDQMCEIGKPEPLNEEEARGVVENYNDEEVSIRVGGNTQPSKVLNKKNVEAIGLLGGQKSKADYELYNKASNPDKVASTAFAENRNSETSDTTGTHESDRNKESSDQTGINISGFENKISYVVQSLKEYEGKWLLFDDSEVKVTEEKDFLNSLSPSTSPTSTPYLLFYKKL
#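 Step one: compound is pinned into 1nM USP1/UAF1 in HEPES pH 7.8 buffer with TCEP. Step two: 15 min room-temperature incubation. Step three: Ub-Rho (150nM final) starts cleavage, tracked by fluorescence over six one-minute reads.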
# The depositor's hits bear a star; u = inconclusive; & = joins results of further samples; [ ] = dose if it differs, or a comment. Unless noted, calls follow the shape of the dose curve; as a rule, active = well fitted curve in the direction sought with a large enough effect; inconclusive = small, poorly fitted or top-dose-only effect, or another doubt; inactive = no such curve, though single readings can be large; an effect the other way counts as inactive or inconclusive.
SMILES,Vif-APOBEC3F blk,LDHA inh,Vif-APOBEC3G blk,mIDH1 inhibitor,TrxR1 substrate,Glioma ERSR ind,RGS4 inh,TrxR1 inh,USP1 inh
CC1CCN(C(c2ccc(N(C)C)cc2)c2nnnn2C(C)(C)C)CC1 (stereo not drawn),0%,3,0%,0%,10%,-5%,-17%,u,-10%
CC(C)=C(NC(=O)c1ccccc1)C(=O)NC(Cc1ccccc1)C(=O)O (stereo not drawn),-15%,-2,-2%,-10%,-5%,-4%,29%,-7%,-23%
Cc1ccc(/C=C2\SC(=S)N(CCC(=O)N3CCOCC3)C2=O)cc1,3%,-4,-1%,-4%,5%,-1%,1%,16%,u
Cc1ccc(Oc2ccc(OCC(=O)NC(C)C(=O)O)cc2)cc1 (stereo not drawn),-5%,-6,0%,-4%,12%,-4%,3%,12%,-13%
COc1ccc(CCN2C(=O)CN(C3CCCCCC3)C(=O)C2c2ccc(C)cc2)cc1OC (stereo not drawn),2%,-1,-5%,-8%,-6%[57.1 µM],0%,15%,2%[57.1 µM],-17%
O=C(CSc1nnc(SCc2ccccc2Cl)s1)N/N=C/c1ccc(C(=O)O)cc1,2%,-8,-6%,-12%,-7%,-1%,19%,-8%,-12%
CCOC(=O)C1=C(N)n2c(s/c(=C\c3cccnc3)c2=O)=C(C#N)C1c1cccnc1 (stereo not drawn),0%,-1,2%,4%,4%,-4%,4%[11.4 µM],3%,-16%
COC(=O)c1ccc(NC(=S)NCCc2ccccc2C)cc1,6%,-3,-16%,7%,-2%,-3%,-53%,-12%,-23%
COc1ccc(C)cc1NC(=O)CC(O)(C(F)(F)F)C(F)(F)F,-2%,0,1%,4%,-7%,-1%,14%,-8%,-4%
Cc1cccc(-c2oc3ccc(-c4ccc5c(c4)OCO5)cc3c2C#Cc2cncn2C)c1,-6%,-2,1%,-26%,75%[activator],-1%,17%,-4%,-9%
COc1ccc(NS(=O)(=O)c2cccc3nsnc23)cc1Cl,-1%,-6,0%,-8%,2%,-3%,7%,12%,-12%
CC(C)(NC(=O)N1CCOCC1)c1cccc(C(C)(C)NC(=O)N2CCOCC2)c1,-3%,-5,0%,0%,13%[57.1 µM],1%,9%[11.4 µM],1%,11%
COc1ccc(-c2ccc(SCC(=O)N3CCCC3)nn2)cc1OC,-8%,-5,-6%,2%,4%[57.1 µM],-2%,-6%,-10%[57.1 µM],-11%
Cc1ccc(OCCn2cccn2)c(C)c1,6%,-1,4%,1%,-3%,-3%,-16%,4%,-22%
COc1ccc(N2CCN(C(=O)c3ccc(OCC4CCCO4)cc3)CC2)cc1 (stereo not drawn),-5%,3,2%,2%,-4%,0%,-32%,1%,-7%
c1cncc(Cc2cc3ccccc3[nH]2)c1,6%,-4,0%,9%,-6%,-2%,2%,-12%,-7%
CCN(CC)CCCNc1ncnc2ccccc12,-27%,-2,-8%,-9%,1%,10%,u,9%,-22%
CC(C)(C)NC(=O)CCc1ncc(C(F)(F)F)cc1Cl,7%,2,-10%,0%,-8%[57.1 µM],-3%,-1%,-9%[57.1 µM],-2%
Cc1ccc(SCC(=O)Nc2ccc3oc(-c4ccc(F)cc4)nc3c2)cc1,0%,0,1%,1%,8%,4%,-18%,34%,u
Nc1ccccc1-c1nc2ccccc2s1,-6%,-5,-7%,4%,112%[activator],5%,1%,26%,-27%
O=[N+]([O-])c1cc(-n2cnnn2)ccc1N1CCC(Cc2ccccc2)CC1,-2%,-4,3%,-2%,-3%,-3%,31%,5%,-16%
COc1cccc(CNC(=O)C(=O)NCCC2CCCCN2S(=O)(=O)c2ccccc2)c1 (stereo not drawn),1%,-5,2%,2%,0%,-3%,-13%,12%,-22%
CCOc1ccc(N(C)C(=O)CS(=O)(=O)c2cccc3nsnc23)cc1,-2%,-1,2%,12%,1%[57.1 µM],-5%,-40%,9%[57.1 µM],-24%
O=C(N/N=C/c1cn(-c2ccccc2)nc1-c1cccnc1)c1ccccc1,13%,0,-2%,4%,-2%[57.1 µM],0%,-24%,10%[57.1 µM],-22%
Cc1cc(NC(=O)CSc2nc3c(c(=O)n(C)c(=O)n3C)n2C(C)C)no1,1%,7,-2%,5%,6%,-4%,-3%,17%,4%
COC(=O)c1ccc(N2CCN(C(C)=O)CC2)c(NC(=O)c2cccnc2)c1,-18%,-2,1%,2%,-3%,-3%,9%,4%,0%
CCC(C)(C)C1CCC(=NNC(=S)Nc2cccnc2)CC1 (stereo not drawn),u,2,2%,-7%,-10%[57.1 µM],-2%,-18%,11%[11.4 µM],-27%
COCCNC(=O)CCCn1c(=O)c2cc(OC)c(OC)cc2n(CC(=O)NCCC2=CCCCC2)c1=O,7%,-4,1%,1%,6%[57.1 µM],-4%,-16%,13%[57.1 µM],u
CCc1ccccc1NC(=O)C1CCN(S(=O)(=O)c2ccccc2)CC1,-1%,-8,0%,0%,7%,-1%,-10%,11%,-15%
O=C(OCCn1c(=S)sc2ccccc21)c1ccccc1,14%,-7,0%,5%,4%[11.4 µM],1%,u,-12%[11.4 µM],-14%
CCc1nnc(N/N=C/c2ccc(N3CCC(C)CC3)c([N+](=O)[O-])c2)n1N,-10%,37,0%,17%,-8%,-10%,-49%,5%,u
COc1ccc(/C=N/N(C)c2cc(=O)n(C)c(=O)[nH]2)cc1OC,6%,19,-2%,0%,-20%,2%,-1%,-17%,u
CC(=O)/C(=N/Nc1ccccc1[N+](=O)[O-])N1CCCc2ccccc21,3%,-2,0%,4%,0%[57.1 µM],-2%,-14%,9%[57.1 µM],-26%
CCC(CO)Oc1cc(NC(=O)c2cccc(Cl)c2)c2ncn(C(C)C)c2c1 (stereo not drawn),-6%,10,-6%,-1%,6%[57.1 µM],-5%,-23%,3%[57.1 µM],-12%
CC(=O)N1c2c(cc(Br)cc2S(=O)(=O)N2CCN(c3ccccc3)CC2)CC1C (stereo not drawn),-3%,-5,3%,18%,-4%,-3%,8%,19%[2.29 µM],-11%
Cc1ccc(-c2c(C)n3c4c(=O)n(C)c(=O)n(C)c4nc3n2-c2cccc(O)c2)cc1,6%,-7,1%,u,-6%,-4%,8%,13%,-9%
COc1cccc(NC(=O)CN2C(=O)C3(SCC(=O)N3c3cc(C)cc(C)c3)c3ccccc32)c1 (stereo not drawn),-5%,-6,1%,-15%,-15%,1%,14%,-1%,u
Cc1occc1C(=O)NCCc1cccc(Cl)c1,2%,-3,-4%,12%,8%[57.1 µM],-4%,15%,17%,-2%
NS(=O)(=O)c1ccc(Sc2ccc3ccccc3c2)nc1,-5%,-5,-3%,0%,-4%,1%,18%,23%,-9%
CCOC(=O)C1(Cc2ccccc2)CCN(Cc2cccc3nccnc23)CC1,9%,-3,-14%,-1%,-7%,-5%,9%,0%,-12%
CSc1nnc2c(n1)OC1(Nc3ccccc3-2)C(=O)Nc2ccccc21 (stereo not drawn),0%,-3,-3%,1%,-10%,1%,-50%[56.9 µM],12%,-17%
CC1CCCC(C)N1C(=O)COC(=O)Cc1ccc(Cl)cc1 (stereo not drawn),-5%,-7,0%,5%,-3%,-5%,33%,-11%,-3%
COC(=O)c1ccccc1NC(=O)c1c(NC(=O)c2ccco2)sc2c1CCC(C(C)(C)C)C2 (stereo not drawn),0%,-5,2%,16%,62%[activator],-4%,9%,-2%,-19%
COc1ccc(N/C=C(\C(C)=O)c2ccc(OC)c(OC)c2)cc1OC,15%,4,0%,3%,-3%[57.1 µM],-1%,u,8%[57.1 µM],-17%
Cc1cc(C)c(S(=O)(=O)N2CCN(c3ccccc3)CC2)c(C)c1,-12%,4,-3%,8%,-2%,-3%,-25%,-10%,-19%
CCN(CC)CCCNC(=O)CCc1c(C)n(CC)c2cc(-c3ccccc3OC)nn2c1=O,2%&-2%,-1&2,-2%&-5%,8%&7%,77%&122%[activator],-2%&-1%,10%&-2%,20%&29%,-16%&-21%
Cc1cc(NC(=O)Nc2ccc3c(ccn3C)c2)sn1,9%,-6,-8%,-8%,1%[57.1 µM],u,10%[56.9 µM],0%[57.1 µM],15%
COc1ccc(C(CNC(=O)c2cc(=O)[nH]c3ccccc23)N2CCCC2)cc1 (stereo not drawn),7%,2,-1%,4%,13%,-5%,-30%,-26%,-15%
COc1cccc(-c2coc3cc4oc(=O)c(CC(=O)O)c(C)c4cc23)c1,-3%,-20,0%,1%,0%,3%,7%,6%,-10%
Cc1ccc(S(=O)c2ccc(NC(=O)C3CC3)cc2C#N)cc1 (stereo not drawn),-2%,-6,0%,11%,5%[57.1 µM],-7%,u,7%[57.1 µM],-4%

# Not all compounds are listed, so the mix of outcomes need not match the whole.
